EPAC2 antag = qHTS for Antagonist of cAMP-regulated guanine nucleotide exchange factor 2 (EPAC2): primary screen; Rap guanine nucleotide exchange factor 4 (Homo sapiens), Q8WZA2; EPAC2 GEF exchange of Rap1B-BODIPY-GDP, fluorescence; Potency, µM (top dose mostly 114 µM), without a hit: at the highest dose activity, negative = inhibition, actives largely listed as inhibitors; 360,000 tested, 0.18% active; AID 720708, 2013; note: % is set by controls: 0 for no effect and ±100 for the full control effect; nearly all actives have a fitted effect of over 45% in size; many of its hits are not listed in these tables
Target sequence (Q8WZA2 whole entry, looked up): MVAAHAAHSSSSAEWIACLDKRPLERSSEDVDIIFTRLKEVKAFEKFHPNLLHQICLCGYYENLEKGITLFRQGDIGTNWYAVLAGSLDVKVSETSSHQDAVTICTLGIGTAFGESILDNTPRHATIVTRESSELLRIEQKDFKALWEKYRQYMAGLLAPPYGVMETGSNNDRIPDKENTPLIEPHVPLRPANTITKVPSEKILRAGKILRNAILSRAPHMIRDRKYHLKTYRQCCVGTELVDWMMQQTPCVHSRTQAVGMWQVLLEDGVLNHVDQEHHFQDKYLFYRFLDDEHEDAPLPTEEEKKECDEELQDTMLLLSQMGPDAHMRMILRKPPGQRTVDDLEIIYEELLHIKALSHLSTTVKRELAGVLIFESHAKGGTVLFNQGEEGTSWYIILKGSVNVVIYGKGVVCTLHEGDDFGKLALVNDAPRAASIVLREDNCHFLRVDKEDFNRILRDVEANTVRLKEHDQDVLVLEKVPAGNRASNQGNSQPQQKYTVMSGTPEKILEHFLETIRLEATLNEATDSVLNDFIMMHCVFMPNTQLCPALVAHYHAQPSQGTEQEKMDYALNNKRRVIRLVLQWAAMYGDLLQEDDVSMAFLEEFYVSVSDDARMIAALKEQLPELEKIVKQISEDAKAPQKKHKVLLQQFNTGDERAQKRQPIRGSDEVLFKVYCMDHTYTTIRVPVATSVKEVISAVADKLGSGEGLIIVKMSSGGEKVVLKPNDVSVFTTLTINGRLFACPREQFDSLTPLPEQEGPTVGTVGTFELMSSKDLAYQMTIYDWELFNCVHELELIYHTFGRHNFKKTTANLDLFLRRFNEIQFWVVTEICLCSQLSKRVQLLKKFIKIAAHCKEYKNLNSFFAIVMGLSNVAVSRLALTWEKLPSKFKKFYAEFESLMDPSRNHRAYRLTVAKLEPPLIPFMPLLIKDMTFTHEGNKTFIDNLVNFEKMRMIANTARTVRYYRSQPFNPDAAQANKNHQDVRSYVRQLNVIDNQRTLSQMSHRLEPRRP
Nrf2 activator = qHTS of Nrf2 Activators | 410,000 tested, 0.31% active | AREc32 ARE-luciferase reporter (MCF7-derived line), luminescence, 24 h | Potency, µM (doses to about 46.1 µM), inactives show at the highest dose activation, most hits filed as activators | AID 624171, 2012; note: % of control where 0% means no effect; nearly all actives have a fitted effect of over 65% in size
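Each well held 1000 AREc32 cells, which were incubated with compound for 24 hr at 37 deg C after overnight attachment, and ARE reporter activity was quantified by firefly luciferase luminescence.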
ATXN2 expr inh = Primary qHTS for Inhibitors of ATXN expression; HEK-293 ATXN2-luciferase reporter, luminescence, 24 h; Potency, µM (series often up to 57 µM), without a hit: top-dose activity change, negative = inhibition, actives largely listed as inhibitors; 360,000 tested, 0.72% active; note: % is set by controls: 0 for no effect and ±100 for the full control effect; nearly all actives have a fitted effect of over 55% in size
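qHTS (up to 57 uM final) was run with 24 h compound exposure of reporter cells at 37 °C. Each well was multiplexed: SteadyGlo luminescence measured ATXN2-luciferase expression after a fluorogenic Gly-Phe-AFC viability readout (25 uM final).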
MCF10A rerep = A quantitative high throughput screen for small molecules that induce DNA re-replication in MCF 10a normal breast cells; Potency, µM (highest dose often 46.1 µM), for the others: top-dose activity, positive = re-replication, most hits filed as activators; 350,000 tested, 2.9% active; MCF 10A DNA re-replication, Hoechst nuclear intensity, 48 h; note: % of control where 0% means no effect; nearly all actives have a fitted effect of over 50% in size
Nrf2 inh = Nrf2 qHTS screen for inhibitors; A549 ARE-Fluc reporter, luciferase luminescence, 18-24 h; Potency, µM (series often up to 46 µM), inactives show at the top dose activity change, negative = inhibition, usual class: inhibitors; 360,000 tested, 2.1% active; AID 504444, 2011; note: % is set by controls: 0 for no effect and ±100 for the full control effect; nearly all actives have a fitted effect of over 60% in size
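Reporter: ARE-Fluc in A549. Exposure: 18-24 h, 37 °C, 5% CO2, 5% FBS OPTI-MEM. Readouts: fluorescent cytotoxicity (CellTiter-Fluor), then luminescent Nrf2 signal after BugLite.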
TGFb SMAD3 inh = qHTS for Inhibitors of TGF-b | HepG2 CAGA-GFP TGF-b/SMAD3 reporter, GFP fluorescence, 18 h; TGF-beta stimulated, 500 pg/mL final | Potency, µM (titrated, usually from 46.1 µM), for inactives: at the top dose activity, negative = inhibition, hits mostly inhibitors | 410,000 tested, 1.2% active | AID 588855, 2011; note: % is set by controls: 0 for no effect and ±100 for the full control effect; nearly all actives have a fitted effect of over 65% in size
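Smad-responsive CAGA-GFP expression was quantified in HEPG2 cells exposed to compounds and 500 pg/mL final TGF-beta for 18 h at 37 degrees C; unstimulated wells defined full inhibition.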
A549 tox = Nrf2 qHTS screen for inhibitors: counterscreen for cytotoxicity. A549 ARE-Fluc cells, CellTiter-Fluor viability, 18-24 h. Potency, µM (titrated, usually from 46 µM), without a hit: at the highest dose activity change, negative = cytotoxicity, actives largely listed as inhibitors. 390,000 tested, 0.16% active; note: % is set by controls: 0 for no effect and ±100 for the full control effect
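A549 ARE-Fluc cells in 5% FBS OPTI-MEM, 5000 cells/well, rested 2 h then exposed to compounds in concentration-response for 18-24 h at 37 °C. Viability by CellTiter-Fluor fluorescence (Ex 405/Em 525) after 30 min; luciferase luminescence (BugLite, 15 min, RT) read afterwards.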
S2 tox = Viability Counterscreen for Primary qHTS for Inhibitors of ATXN expression; S2 cells (HEK-293 line with an ATXN2-luciferase reporter) viability, CellTiter-Fluor protease fluorescence, 24 h; Potency, µM (doses to about 56.7 µM), actives largely listed as cytotoxic; 400,000 tested, 0.49% active; AID 651635, 2014; note: nearly all actives have a fitted effect of over 40% in size
HepG2 tox = qHTS for Inhibitors of TGF-b: Cytotox Counterscreen; Potency, µM (series often up to 46.1 µM), without a hit: at the highest dose activity change, negative = cytotoxicity, most hits filed as cytotoxic; HepG2 CAGA-GFP viability, ATP luminescence, 18 h; AID 588856, 2011; 410,000 tested, 0.76% active; note: some results filed as inactive show a strong effect at the top dose
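HepG2 CAGA-GFP cells (1000/well, DMEM with 1% FBS) received compound, then TGF-beta at 500 pg/mL final, and were incubated 18 hours at 37 degrees C. Viability was read by CellTiter-Glo luminescence. Media-only wells were set as complete cell-killing and DMSO as no toxicity.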
* hit, by the source's call; i = inactive; ? = inconclusive; nt = no result given; & = joins results of further samples; [ ] = another dose, or the depositor's remark. Calls come from the whole dose curve; as a rule, active = well fitted curve in the direction sought with a large enough effect; inconclusive = small, poorly fitted or top-dose-only effect, or another doubt; inactive = no such curve, though single readings can be large; an effect the other way counts as inactive or inconclusive. Potency is the fitted concentration of half-maximal effect.

SMILES | A549 tox | Nrf2 inh | ATXN2 expr inh | EPAC2 antag | MCF10A rerep | S2 tox | TGFb SMAD3 inh | Nrf2 activator | HepG2 tox
COc1ccc(Cn2c(=N)c(C(=O)NCC3CCCO3)cc3c(=O)n4ccccc4nc32)cc1 (centres undefined) | -11.3% | 2.9% | 0.3% | -11.1% | 14.6µM* | i | 16.9% | 3.5% | -4.7%
O=C(CC1CCCC1)N1CCN(S(=O)(=O)c2cccc(F)c2)CC1 | -3.0% | -6.9% | 2.0% | 2.1% | 0.2% | i | 8.1% | 0.2% | 1.3%
CCN(Cc1ccccc1)C(=S)Nc1cc(C(=O)OC)ccc1C(=O)OC | -2.1% | -11.0% | -8.4% | -2.3% | 1.8% | i | -19.1% | 0.1% | -10.6%
CCC(C)(C)n1nnnc1C(c1ccc(C)cc1)N1CCN(C(=O)c2ccco2)CC1 (centres undefined) | 2.2% | 25.1% | -2.1% | 0.1% | ? | i | 0.8% | -0.8% | -19.3%
O=[N+]([O-])c1cccc(C2=NCCC(c3ccccc3)O2)c1 (centres undefined) | 7.3% | 0.8% | 4.9% | -9.5% | -14.0% | i | -3.2% | 4.0% | 0.2%
O=C(COC(=O)c1cc[n+]([O-])cc1)Nc1ccc([N+](=O)[O-])cc1C(F)(F)F | -4.3% | -25.0% | -1.6% | 0.3% | -2.2% | i | -28.8% | -0.4% | -3.1%
Cc1[nH]c(=O)[nH]c(=O)c1/C=N/NC(=O)[C@H](CC(C)C)NC(=O)OC(C)(C)C | -7.6% | 1.6% | 0.2% | 3.5% | -8.0% | ? | 4.9% | -0.6% | 4.8%
Cc1ccc(C)c(NC(=O)Cn2cc(S(=O)(=O)NC(C)C)c(S(=O)(=O)NC(C)C)c2)c1 | -3.2% | ? | 6.2% | nt | nt | i | -2.8% | -0.4% | 16.8%
COc1cccc(/C=C/C(=O)OCC(=O)c2ccccc2)c1OC | -3.0% | ? | nt | -1.5% | -5.4% | ? | -1.5% | 4.8% | -26.6%
COc1ccc(C2CC(c3cccs3)=NN2C(=O)CSc2nncn2C)cc1OC (centres undefined) | -6.0% | 0.0% | -1.1% | -0.9% | 4.61µM* | i | 0.5% | -0.3% | -1.0%
CC1(C)Oc2ccc3ccc(=O)oc3c2CC1O (centres undefined) | -2.4% | -0.2% | -4.5% | 0.1% | -3.2% | i | -17.6% | -0.9% | 1.9%
CN1C(=O)C(=C2CCCCCC2)SC1=S | -0.1% | -1.9% | -5.7% | 7.3% | -5.2% | i | -12.8% | -0.4% | -16.9%
Cc1onc(-c2c(F)cccc2Cl)c1C(=O)OCC(=O)NC(=O)NCC(C)C | -1.0% | ? | -12.8% | -16.6% | ? | i | 15.8% | 3.0% | 1.4%
CC1(C(=O)NS(=O)(=O)c2cccc(Cl)c2)CCN1C(=O)c1cccc(F)c1 (centres undefined) | nt | nt | -2.1% | -8.3% | nt | i | 1.9% | 0.1%[9.22 µM] | -10.0%
CC(=O)Nc1ccc(/C=N/NC(=O)CC2CCCCC2)cc1 | nt | nt | 16.8% | ? | nt | i | 5.9% | 1.9% | -7.1%
COCCn1c(Cc2cccn2C)nnc1SCC(=O)Nc1nccs1 | 5.5% | 8.0% | 5.8% | 6.1% | -4.6% | i | 11.9% | -0.6% | 0.7%
CCSc1nc2sc3c(c2c(=O)n1-c1ccccc1)CCN(C(C)C)C3 | -9.8% | -26.9% | -10.5% | 5.0% | 18.4µM* | i | 0.0% | 0.1% | 0.0%
COC(=O)N/N=C1\CCCc2c(C)cc(C)cc21 | -0.3% | -14.6% | -2.2% | -1.5% | -3.7% | i | -9.0% | 1.1% | -5.3%
CSc1ccc(CN2CCC(C)(Oc3ccc(-n4ccnc4)cc3)C2)cc1 (centres undefined) | nt | nt | ? | -2.6% | nt | i | -9.8% | 6.7% | -37.0%
O=C(COC(=O)CCC(=O)Nc1nccs1)NCc1ccco1 | nt | 12.6% | 1.3% | -1.7% | 3.4% | i | 1.3% | 2.2% | 4.9%
CCS(=O)(=O)N1CCc2cc(C(=O)Nc3cccc(NC(C)=O)c3)ccc21 | 0.1% | ? | 9.5% | nt | nt | i | 18.0% | -0.5% | -8.5%
COc1ccc(F)c(C2C(C#N)=C(N)Oc3n[nH]c(C(C)(C)C)c32)c1 (centres undefined) | -2.3% | 4.1% | 15.6% | 3.4% | -0.4% | ? | -3.9% | 3.4% | -16.1%
COc1ccc(-n2c(=O)c3ccccc3n(CC(=O)Nc3ccccc3OC)c2=O)cc1 | -3.7%&-10.2% | 2.7%&19.9% | -2.2%&3.5% | -7.4% | 2.6% | i | ? | -1.3%&0.0% | -5.5%&-1.6%
Cc1ccc(O)c(-c2n[nH]c3c2C(c2ccccc2F)N(Cc2ccco2)C3=O)c1 (centres undefined) | ? | ? | ? | nt | nt | nt | ? | -2.1% | 11.2µM*
O=C(OCC(=O)N1CCCCCC1)c1cccs1 | -0.8% | ? | 21.5% | -1.4% | 2.3% | i | 3.1% | -1.9% | 1.1%

Results in Nrf2 inh and HepG2 tox (2 entries from above):
SMILES,Nrf2 inh,HepG2 tox
COc1ccc(Cn2c(=N)c(C(=O)NCC3CCCO3)cc3c(=O)n4ccccc4nc32)cc1 (centres undefined),2.9%,-4.7%
O=C(CC1CCCC1)N1CCN(S(=O)(=O)c2cccc(F)c2)CC1,-6.9%,1.3%

(listing goes on)
SMILES | A549 tox | Nrf2 inh | ATXN2 expr inh | EPAC2 antag | MCF10A rerep | S2 tox | TGFb SMAD3 inh | Nrf2 activator | HepG2 tox
O=C(Nc1ccc(C(=O)OCc2cc(=O)n3ccsc3n2)cc1)c1cccc(F)c1 | -17.8% | nt | 0.0% | nt | nt | i | -3.5% | -0.6% | -18.8%
Fc1ccc(-c2cc(C(F)(F)F)nc(-n3cncn3)n2)cc1 | -0.9% | nt | -9.8% | 4.8% | -21.6% | i | 0.1% | 0.1% | 2.2%
COc1ccc(NC(=O)C2CCN(S(=O)(=O)c3c(C)noc3/C=C/N(C)C)CC2)cc1 | -1.7% | 7.3% | -5.4% | 1.6% | 3.5% | i | -0.4% | -0.2% | 1.1%
COc1ccc(NC(=O)c2c(C)oc3ccc(O)c(CN4CCCCCC4)c23)cc1 | 3.4% | 18.5% | -29.0% | nt | nt | i | -25.5% | 9.2% | -39.5%
CCN(CC)S(=O)(=O)c1cc(C(=O)O)c(Cl)cc1Cl | -3.6% | 15.3% | 3.3% | 9.0% | 0.1% | i | -7.4% | 0.1% | 4.5%
O=C(/C=C/c1cccc(F)c1)N1CCc2ccccc21 | 7.7% | ? | 19.2% | -0.2% | 14.8% | i | -1.0% | ? | -6.6%
CCCn1c(C(O)c2ccc3c(c2)OCO3)nc2ccccc21 (centres undefined) | 0.8% | ? | -2.3% | -0.1% | ? | i | -3.4% | 0.0% | -10.6%
COc1cc(OC)cc(-c2cc(N)n(S(=O)(=O)Cc3ccccc3)n2)c1 | -1.7% | 1.3% | 1.6% | -1.0% | -5.5% | ? | 17.2% | -0.8% | -7.6%
Cc1ccc(C)c(C(=O)C(C)OC(=O)c2cccn2C)c1 (centres undefined) | 4.2% | nt | 0.0% | -2.2% | -17.6% | i | ? | 0.4% | -1.5%
CCOc1ccc(NC(=O)CN(C)S(=O)(=O)c2ccc3c(c2)CCC(=O)N3)cc1 | 0.5% | -7.3% | 0.7% | 6.2% | 3.4% | i | -1.4% | 0.7% | -3.0%
O=C(/C=C/c1ccc(Cl)cc1)N1CCC(c2nc3ccccc3o2)CC1 | -0.6% | 1.4% | nt | nt | nt | nt | ? | 3.8% | 6.4%
O=C(CSc1ncnc2ccccc12)Nc1cccc(S(=O)(=O)N2CCCC2)c1 | 4.3% | -2.1% | 11.4% | -4.0% | ? | i | -5.4% | 12.8% | -26.3%
CC(Oc1ccc(Cl)cc1Cl)c1nc(-c2ccc(NC(=O)c3ccco3)cc2)no1 (centres undefined) | -17.4% | ? | -1.6% | 16.6%[57.1 µM] | 24.9% | i | 0.0% | -0.4% | -56.6%
CCC(CC)C(=O)NCCc1cc2ccc(OC)cc2[nH]c1=O | -2.4% | -16.6% | 0.0% | -1.4% | -6.9% | i | -5.4% | -0.8% | -1.7%
COc1ccc(N/C=C2/CCCCC2=O)cc1 | -9.5% | 26.4% | 17.9% | -3.4% | 0.1% | i | 2.5% | 0.3% | -9.2%
CC1CCCN(CC(O)CN2CCN(CC(O)CN3CCCC(C)C3)C(C)C2)C1 (centres undefined) | -17.1% | 4.2% | -15.8% | 8.2% | 9.7% | ? | 12.0% | -0.5% | 1.3%
O=C(COC(=O)CCc1c[nH]c(=O)[nH]1)Nc1ccccc1 | -17.2% | 4.0% | 0.0% | 12.7% | -0.1% | i | 0.0% | -0.9% | -17.7%
C#CCOCCOCCOCCNc1nc(N2CCOCC2)nc(N2CCN(C(=O)Cn3cc(CCCN=C(N)N)nn3)CC2)n1 | 5.6% | 4.7% | -0.7% | 0.2% | 6.3% | i | 4.3% | 0.1% | -8.8%
O=C1N(Cc2cccc(Cl)c2)C[C@@H]2C[C@@H](c3cccn3-c3nccs3)N3CCC[C@@]123 | -5.0% | 12.8% | ? | -5.8% | ? | i | ? | 1.9% | -13.2%
O=C(Nc1ccccc1Cl)c1cc2ccccc2o/c1=N\O | -5.2% | ? | 6.3% | 3.2% | 14.3% | ? | 8.3% | 1.26µM* | 11.0%
O=[N+]([O-])c1ccc(O)c2cccnc12 | -10.3% | -25.0% | -5.2% | -9.8% | 6.5% | ? | -1.7% | 2.7% | -2.2%
Cc1ccc(Cn2c([N+](=O)[O-])cnc2C)cc1 | 0.8% | -22.5% | 3.1% | 2.7% | 5.7% | i | -11.7% | 0.0% | -15.3%

Look-ups from the list:
Nrf2 activator, COc1ccc(NC(=O)c2c(C)oc3ccc(O)c(CN4CCCCCC4)c23)cc1 = 9.2%
TGFb SMAD3 inh, CCN(Cc1ccccc1)C(=S)Nc1cc(C(=O)OC)ccc1C(=O)OC = -19.1%

High-throughput results (PubChem)

The list is partial; count on the stated rates, not on these rows.
